# High-throughput results deposited in PubChem by National Center for Advancing Translational Sciences (NCATS).
# D2 antagonist: antagonizes the human D2 dopamine receptor; P14416; HEK293 TREx D2 cells, calcium flux, dopamine EC80; inhibition, % at 10 µM; actives 2% (n = 340,000); in the data active means inhibition above about 30%; further: 0% is about no effect
#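 Read-out: kinetic calcium fluorescence (1 cycle/s) in inducible HEK293 T-REx D2 cells after an EC80 dopamine addition that followed 180 s compound preincubation. Loss of the dopamine response indicates antagonism.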
# TrxR1 inh: inhibitors of rat thioredoxin reductase 1; O89049; recombinant rTrxR1, NADPH fluorescence consumption, selenite substrate; Potency, µM (highest dose often 114 µM), inactives show top-dose activity change, negative = inhibition, hits mostly inhibitors; actives 1% (n = 390,000); AID 588453; further: potency means the concentration at half of the fitted maximal effect; on the % scale 0 is the no-effect control and ±100 the full control effect; nearly all actives have a fitted effect of over 65% in size
# Target sequence (O89049 whole entry, looked up): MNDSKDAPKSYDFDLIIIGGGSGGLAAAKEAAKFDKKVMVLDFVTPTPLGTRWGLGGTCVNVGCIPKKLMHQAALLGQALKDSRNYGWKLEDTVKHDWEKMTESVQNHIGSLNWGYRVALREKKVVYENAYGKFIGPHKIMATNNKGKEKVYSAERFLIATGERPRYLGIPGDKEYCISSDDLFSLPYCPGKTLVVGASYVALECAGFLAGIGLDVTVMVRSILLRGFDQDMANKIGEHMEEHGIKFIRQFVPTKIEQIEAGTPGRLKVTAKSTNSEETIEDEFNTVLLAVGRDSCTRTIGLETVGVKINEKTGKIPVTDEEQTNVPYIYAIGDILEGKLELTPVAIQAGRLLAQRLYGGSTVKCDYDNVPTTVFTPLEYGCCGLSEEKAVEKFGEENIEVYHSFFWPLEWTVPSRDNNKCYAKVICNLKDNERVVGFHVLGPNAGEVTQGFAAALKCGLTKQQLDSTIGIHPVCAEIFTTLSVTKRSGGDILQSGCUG
#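 Rat TrxR1 (90 nM in the dispensed reagent) was pre-reduced with 400 uM NADPH for 5 min at room temperature, then incubated with compound for 15 min. After 400 uM selenite was added, NADPH fluorescence (Ex 340/Em 450 nm) was followed for 8 min.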
# USP1-UAF1 inh: USP1/UAF1 (human) deubiquitinase inhibition. actives 0.23% (n = 390,000). Potency, µM (series often up to 57.1 µM), for inactives: top-dose activity change, negative = inhibition, actives largely listed as inhibitors. recombinant USP1/UAF1, Ub-Rhodamine cleavage fluorescence; further: potency means the concentration at half of the fitted maximal effect; on the % scale 0 is the no-effect control and ±100 the full control effect; nearly all actives have a fitted effect of over 60% in size; inactives centre near -12
#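 USP1/UAF1 complex at 1 nM was preincubated with compound for 15 min at room temperature, then Ub-Rho substrate (150nM final) was added. Fluorescence (480/540 nm) was read kinetically, 6 reads every 60 seconds.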
# TRHR ag: agonists of human TRH receptor | P34981 | TRHR cells, calcium flux fluo-8, FDSS agonist mode | activation, % at 2 µM | actives 0.18% (n = 360,000) | AID 493084; in the data active means activation above about 30%; further: 0% is about no effect
# Target sequence (P34981 whole entry, looked up): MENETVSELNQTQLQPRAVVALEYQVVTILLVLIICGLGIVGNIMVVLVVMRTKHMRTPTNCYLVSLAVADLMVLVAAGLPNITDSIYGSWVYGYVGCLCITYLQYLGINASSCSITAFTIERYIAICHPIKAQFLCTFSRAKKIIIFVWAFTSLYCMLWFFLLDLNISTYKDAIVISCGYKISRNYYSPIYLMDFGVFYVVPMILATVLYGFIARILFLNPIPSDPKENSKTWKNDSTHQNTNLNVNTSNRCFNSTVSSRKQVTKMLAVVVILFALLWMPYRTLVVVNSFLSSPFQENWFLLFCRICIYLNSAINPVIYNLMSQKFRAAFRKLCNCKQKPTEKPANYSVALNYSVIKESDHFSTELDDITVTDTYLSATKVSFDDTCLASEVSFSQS
#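 Read-out: compound-evoked intracellular calcium rise in TRHR cells, fluo-8 dye, kinetic FDSS fluorescence at 1 s/cycle following a 10-cycle baseline. Cells cultured overnight before dye loading (30 min–1.5 h, RT).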
# mIDH1 inhibitor: human IDH1 R132H inhibition; O75874; IDH1-R132H enzyme, NADPH consumption, diaphorase/resazurin fluorescence; Potency, µM (top dose mostly 76.6 µM), for inactives: top-dose activity change, negative = inhibition, hits mostly inhibitors; actives 0.093% (n = 390,000); further: potency means the concentration at half of the fitted maximal effect; on the % scale 0 is the no-effect control and ±100 the full control effect; nearly all actives have a fitted effect of over 65% in size
#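 IDH1-R132H (0.5 ug/mL dispensed) in pH 7.5 Tris buffer was preincubated 30 min with compound, then given a substrate mix of 0.016 mM NADPH and 2 mM alpha-KG for 80 min at room temperature; remaining NADPH was read by diaphorase/resazurin fluorescence.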
# D2 ag: D2 dopamine receptor (human) agonism. P14416. activation, % at 2 µM. actives 0.53% (n = 340,000). HEK293 T-REx D2 cells, calcium flux agonist mode;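 active means activation over 3 SD above normal in the single-dose calcium agonist read, cut at about 30% in these data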; further: 0% is about no effect
#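 Agonism scored from kinetic calcium signal (1 read/sec, 180 s) following compound pin transfer, after a 10 s baseline. Cells: HEK293 Trex line expressing inducible D2 receptor coupled to calcium, dye-loaded after overnight culture at 30 C.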
# TRHR enhancer: allosterically enhances the human TRH receptor; actives 0.66% (n = 360,000); P34981; enhancement, % at 2 µM; TRHR cells, fluo-8 calcium fluorescence, EC20 TRH enhancement; in the data active means enhancement above about 30%; further: 0% is about no effect
#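 Enhancer read-out: after compound pinning and an initial kinetic agonist-mode read, an EC20 of TRH (10 nM final) was injected and fluo-8 calcium signal (Ex 480/Em 530) followed at 1 s/cycle for 100 cycles in TRHR-expressing cells.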
# TrxR1 substrate: rat thioredoxin reductase 1 substrate activity | O89049 | purified TrxR1 substrate turnover, NADPH consumption readout | Potency, µM (titrated, usually from 114 µM), for inactives: at the highest dose activity change, negative = substrate turnover | actives 0.01% (n = 390,000); further: potency means the concentration at half of the fitted maximal effect; on the % scale 0 is the no-effect control and ±100 the full control effect; nearly all actives have a fitted effect of over 50% in size
#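 Rat TrxR1, dispensed at 90 nM, was prereduced with 400 uM NADPH (final) for 5 min at ~22 deg C, then incubated with compound 15 min before 400 uM selenite. A first-read NADPH fluorescence drop versus no-compound background flagged substrates.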
# PI4K2A block: inhibitors of human PI4K2A | Q9BTU6 | purified PI4K2A, ADP-Glo luminescence, 1 h; stronger effect = lower value | activity change, negative = inhibition, % at 76.9 µM | actives 0.13% (n = 420,000); in the data active means activity change below about -50%; inconclusive means mostly about -30% to -49%;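 further: -100% = wells without enzyme as full effect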
#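 ADP-Glo luminescence measured ADP generated by PI4K2A enzyme (4 ug/mL before mixing) with 1.2 mM PI substrate (pre-mix) and 300 microM ATP (pre-mix). Tris pH7.5 buffer with MgCl2, Triton X-100; 1 h reaction at ambient temperature.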
# * hit, by the source's call; ? = inconclusive; / = no result given; [ ] = another dose, or the depositor's remark. Unless noted, the call rests on the fitted dose curve; in most records, active means well fitted inhibition curve with a large enough effect; inconclusive means small, poorly fitted or top-dose-only effect; inactive means no such curve, though single readings can be large or run the other way. Compounds as they come; 3.9% or so of the library scored in one or more.
# Screens in order: TrxR1 substrate	TRHR enhancer	PI4K2A block	USP1-UAF1 inh	mIDH1 inhibitor	TRHR ag	D2 ag	D2 antagonist	TrxR1 inh
Cc1csc(NC(=O)CSc2nnc(Cn3c(=O)sc4ccccc43)n2-c2ccccc2)n1
 : -1%	-3	-5	-12%	-12%	0.1	0.3	2	26%
COC(=O)c1[nH]c2ccccc2c1NC(=O)CN1CCC(C(N)=O)(N2CCCCC2)CC1
 : 11%[57.1 µM]	3	4	7%	-3%	-0.3	0.5	/	-16%
CCN(CC)C(=O)CSc1ncnc2c(-c3cccs3)nsc12
 : 8%	-4	-23	-10%	2%	0.0	1.0	-9	-5%
CCn1c(=O)c(C(=O)NNC(=O)Cc2ccccc2)c(O)c2ccccc21
 : 4%	7	3	-24%	7%	0.9	1.9	-7	16%
N#CC1=C(N)N(c2cccc(Cl)c2)C2=C(C(=O)CCC2)C1c1cc(CN2CCOCC2)cs1 (configuration not stated)
 : 2%	-4	-3	-15%	-15%	-2.4	-1.3	/	48%[11.4 µM]
COc1ccc2oc(C(=O)NCC(c3ccco3)N(C)C)c(C)c2c1 (configuration not stated)
 : 31%[activator]	7	-4	-9%	-1%	-0.1	0.4	-32	7%
CC(C)(C)c1ccc(OCCn2nc(C(=O)O)c3ccccc3c2=O)cc1
 : -5%	-3	-1	-19%	30%[activator]	0.1	0.3	-3	29%
O=C(c1cnccn1)N1CCN(c2ccccc2F)CC1
 : -10%	-4	-2	-6%	4%	0.8	7.1	-3	-11%
CC1CCCCC1NC(=O)COC(=O)COc1ccccc1F (configuration not stated)
 : 7%[57.1 µM]	/	2	-5%	-3%	/	/	/	15%[57.1 µM]
Cc1nnc(SCC(=O)Nc2sccc2C(N)=O)s1
 : -2%	5	17	1%	4%	0.1	1.7	-29	8%
Cn1nc(C(F)(F)F)c2cc(C(=O)N3CCOCC3)sc21
 : -1%	6	3	-8%	-10%	-0.1	-0.3	-3	2%
COC(=O)c1ccc(CSc2nc3ccncc3n2Cc2ccc(F)cc2)cc1
 : 2%	2	1	-32%	-6%	0.1	/	/	15%
C[C@@H]1O[C@@H](O[C@@H]2[C@@H](O)[C@H](OCCc3ccc(O)c(O)c3)O[C@H](CO)[C@H]2OC(=O)/C=C/c2ccc(O)c(O)c2)[C@H](O)[C@H](O)[C@H]1O
 : 0%	/	-5	-22%	0%	/	/	/	?
CC(Nc1nc(N2CCCC2)nc2ccccc12)c1ccccc1 (configuration not stated)
 : 1%	-5	-4	-14%	4%	0.0	-1.0	2	-18%
Cc1ccc(Nc2nc(-c3ccccc3)c(CC(=O)O)s2)cc1
 : 5%[57.1 µM]	5	-1	-10%	-5%	1.7	4.3	7	19%[57.1 µM]
O=C(NC(=O)c1cccc(OC(F)(F)C(F)F)c1)OC1CCS(=O)(=O)C1 (configuration not stated)
 : 6%	-1	-3	4%	4%	3.7	-1.1	-15	15%
Nc1nc(-c2ccc(F)cc2)cs1
 : 2%	-3	0	-9%	9%	-0.1	-0.1	15	31%
CC(C)C(=O)N1CCC(c2nc(-c3ccc(S(=O)(=O)N4CCN(C)CC4)cc3)no2)CC1
 : 1%	14	-2	-19%	1%	0.6	0.0	-5	1%
N=C(N)SCc1ccc(O)c([N+](=O)[O-])c1
 : -11%	-5	-6	-16%	-7%	-0.7	0.1	-1	?
N#CCCN(Cc1cccnc1)S(=O)(=O)c1ccc(S(=O)(=O)NC2CCCCC2)cc1
 : 8%	-7	5	-11%	9%	0.0	-1.1	10	12%
Cc1ccc(/C=N/NC(=O)c2ccccn2)o1
 : -5%	4	0	-9%	-3%	0.2	-0.2	0	-22%
O=C(O)c1ccc(NC(=O)c2cc(S(=O)(=O)N3CCCCC3)c(Cl)cc2Cl)cc1
 : 3%	0	-7	5%	15%	-0.3	-2.6	/	7%
O=S(=O)(Nc1cccc(-c2ccc(N3CCOCC3)nn2)c1)c1cc(Cl)ccc1Cl
 : 5%[57.1 µM]	2	-1	-25%	-15%	-0.2	0.1	8	10%[57.1 µM]
COc1ccc(NC(=O)CCl)cn1
 : /	14	/	/	/	4.9	2.1	6	/
Cc1ccc(N(CC(=O)Nc2ccc3c(c2)OCCO3)S(=O)(=O)c2c(C)noc2C)cc1
 : 8%	-3	-15	-9%	7%	0.3	-0.2	-3	21%
CS(=O)(=O)N(CC(=O)Nc1ccc(Br)cc1)c1ccccc1Br
 : -3%[57.1 µM]	1	-2	-19%	-7%	0.1	0.0	/	21%[57.1 µM]
Cc1ccc(NC(=O)CN2CCC(C(=O)c3ccc(F)cc3)CC2)cc1
 : -11%	1	-5	-12%	3%	-0.6	-0.4	-19	-17%
O=C(N/N=C/c1ccc(Sc2ccccn2)o1)c1cc2ccccc2cc1O
 : -6%	21	-25	?	1%	0.2	-0.3	11	-13%
Cc1cc(C)c(S(=O)(=O)N2CCN(C(=O)C3CCCO3)CC2)c(C)c1 (configuration not stated)
 : 4%	2	-7	-4%	4%	0.1	-0.3	4	30%
COc1ccc(S(=O)(=O)NCCc2nnc3ccc(SCc4cccnc4)nn23)cc1
 : -7%	8	1	-17%	-5%	0.4	-0.1	-1	37%[0.0914 µM]
COc1ccc(-c2n[nH]c(=S)n2-c2ccc(C)cc2C)cc1
 : -1%	1	-5	-3%	-3%	1.3	0.1	-12	-18%
Cc1ccc2nc3sc(C(=O)Nc4c(C)[nH]c(=O)[nH]c4=O)c(N)c3cc2c1
 : 4%	3	0	-21%	2%	1.1	1.0	5	7%
O=C(COC(=O)c1cccs1)Nc1ccccc1
 : -5%	15	6	-2%	6%	-0.3	0.1	-9	15%
COc1ccc(C(=O)NCc2nnc(SCC(=O)N3CCC(C)CC3)o2)cc1OC
 : 8%	-2	10	-16%	3%	-0.2	0.4	10	18%
CCn1c(COc2ccc(C)cc2)nnc1SCc1nc2ccccc2[nH]1
 : 1%	-2	-5	-6%	1%	0.5	-0.2	-11	1%
O=C(O)CCC(=O)Nc1ccc(-c2csc(Nc3cccc4ccccc34)n2)cc1
 : 5%	5	-2	-13%	-2%	0.0	0.3	9	-2%
CCOC(=O)Cc1csc(NC(=O)CSc2nc3cccnc3n2CC)n1
 : -9%	14	-2	-3%	6%	-0.3	0.6	-13	1%
CCOC(=O)c1c(NC(=O)Cn2nnc(-c3ccccc3Cl)n2)sc(C)c1C
 : 3%[57.1 µM]	7	3	1%	3%	-1.0	-1.5	-8	6%[57.1 µM]
COc1ccc(/C=N/NC(=O)C(Cc2c[nH]c3ccccc23)NC(=O)OCC(C)C)cc1[N+](=O)[O-] (configuration not stated)
 : -9%	9	2	-15%	6%	-1.6	-0.7	12	30%[57.1 µM]
Cc1ccn2c(Nc3ccc(C(C)C)cc3)c(-c3cccs3)nc2c1
 : 10%	-2	-2	?	-2%	-0.2	-1.1	/	8%
CCC(=O)c1cccc2c1N=CC1=C(CC(C)(C)CC1=O)N2
 : 6%	-2	6	-15%	0%	-1.7	0.7	15	-4%
CCOC(=O)N1CCN(C(=O)c2ccc(OCC)c(OCC)c2)CC1
 : -3%[57.1 µM]	-2	5	-22%	9%	0.1	0.1	33*	12%[57.1 µM]
Cc1cc(Cl)ccc1C(=O)C1CCCN(C(=O)CCN2CCCO2)C1 (configuration not stated)
 : -2%	12	-3	-12%	7%	0.2	-0.1	8	11%
Cc1ccc(-c2cc3c(nn2)-c2ccccc2C3=O)cc1
 : 5%	-4	-63*	-19%	17%	-0.2	0.2	-5	40%
CCOc1cc(C(=O)Nc2nnc(CC)s2)ccc1OCC(=O)N1CCOCC1
 : 9%[57.1 µM]	2	11	-20%	2%	-0.7	-0.1	-2	14%[57.1 µM]
COc1ccccc1-c1cc(C(F)(F)F)nc(S(=O)(=O)CCCC(=O)O)n1
 : 11%	-11	13	-7%	9%	0.1	0.4	0	-26%
CCc1cc2c(=O)c(-c3cnn(-c4ccccc4)c3)c(C)oc2cc1OCC(=O)Nc1cccc(C)c1
 : 0%	-2	0	-15%	1%	0.6	0.5	1	7%
O=C(c1ccco1)N(Cc1ccco1)Cc1cc2ccccc2[nH]c1=O
 : 14%	-2	-5	?	-14%	0.7	0.2	-22	19%
CCOc1ccc(NC(=O)N(CCC(C)C)C(C)c2ccco2)cc1 (configuration not stated)
 : -2%	-1	2	-26%	4%	-0.7	1.6	9	1%
O=C(Cn1nnc(-c2ccc(CN3CCOCC3)cc2)n1)N(c1ccccc1)c1ccccc1
 : 8%[57.1 µM]	2	-1	-18%	11%	1.0	/	/	16%[57.1 µM]
Cc1c(NC(=O)CN2CCC(C(N)=O)CC2)cccc1[N+](=O)[O-]
 : -1%	4	-2	-20%	-1%	0.2	-0.3	10	16%

# Whole records from above. Order of values: TrxR1 substrate, TRHR enhancer, PI4K2A block, USP1-UAF1 inh, mIDH1 inhibitor, TRHR ag, D2 ag, D2 antagonist, TrxR1 inh
# `CCOC(=O)N1CCN(C(=O)c2ccc(OCC)c(OCC)c2)CC1` as listed: -3%[57.1 µM], -2, 5, -22%, 9%, 0.1, 0.1, 33*, 12%[57.1 µM]
# `COc1ccccc1-c1cc(C(F)(F)F)nc(S(=O)(=O)CCCC(=O)O)n1` as listed: 11%, -11, 13, -7%, 9%, 0.1, 0.4, 0, -26%

# Marked active in PI4K2A block (from the list above):
Compound,TrxR1 substrate,TRHR enhancer,PI4K2A block,USP1-UAF1 inh,mIDH1 inhibitor,TRHR ag,D2 antagonist,TrxR1 inh
Cc1ccc(-c2cc3c(nn2)-c2ccccc2C3=O)cc1,5%,-4,-63*,-19%,17%,-0.2,-5,40%

# Two entries from above, set out differently.
canonical_smiles	TrxR1 substrate	TRHR enhancer	PI4K2A block	USP1-UAF1 inh	mIDH1 inhibitor	TRHR ag	D2 ag	D2 antagonist	TrxR1 inh
Cc1ccc(-c2cc3c(nn2)-c2ccccc2C3=O)cc1	5%	-4	-63*	-19%	17%	-0.2	0.2	-5	40%
CCOc1cc(C(=O)Nc2nnc(CC)s2)ccc1OCC(=O)N1CCOCC1	9%[57.1 µM]	2	11	-20%	2%	-0.7	-0.1	-2	14%[57.1 µM]
